# Screening results deposited in PubChem by several laboratories.
# CHT allo act: CHT positive allosteric modulators, primary screen, cell-based, membrane potential dye, choline EC20. B-score at 10 µM. CHT-expressing cells; stronger effect = higher value; LV-AA mutant CHT in HEK293 cells. High affinity choline transporter 1 (Homo sapiens), Q9GZV3. AID 488977, 2010. 0.49% of 310,000 active;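 active means initial fluorescence not abnormally high and integrated response B-score, plate-corrected, over 3 SD above library mean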
# Target sequence (Q9GZV3 whole entry, looked up): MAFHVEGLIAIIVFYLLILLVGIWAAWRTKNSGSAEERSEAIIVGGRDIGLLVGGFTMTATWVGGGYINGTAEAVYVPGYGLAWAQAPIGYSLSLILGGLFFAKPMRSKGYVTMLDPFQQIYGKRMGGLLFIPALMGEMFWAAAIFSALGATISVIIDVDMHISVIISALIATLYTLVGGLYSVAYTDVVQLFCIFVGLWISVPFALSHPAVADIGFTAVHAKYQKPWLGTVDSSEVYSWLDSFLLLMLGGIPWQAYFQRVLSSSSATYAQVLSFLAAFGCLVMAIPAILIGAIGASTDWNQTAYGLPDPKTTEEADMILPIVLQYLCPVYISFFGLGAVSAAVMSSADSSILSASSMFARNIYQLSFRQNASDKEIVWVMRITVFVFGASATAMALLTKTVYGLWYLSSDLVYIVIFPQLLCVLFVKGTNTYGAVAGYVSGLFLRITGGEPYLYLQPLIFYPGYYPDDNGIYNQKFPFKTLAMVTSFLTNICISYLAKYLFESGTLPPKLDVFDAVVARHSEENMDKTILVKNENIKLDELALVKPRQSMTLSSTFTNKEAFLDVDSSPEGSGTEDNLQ
# OX1R antagonist: OX1R (HCRTR1) antagonists, primary screen, fluorescence, CHO/OX1R cells, Fluo-8 calcium, orexin A; Fluo-8 calcium fluorescence; inhibition, % at 5 µM; 0.43% of 330,000 active; AID 434989, 2010;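 active means inhibition above its plate's threshold, mean inhibition of all tested compounds on the plate plus 3 SD, cut at about 37% in these data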;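 further: 0% = orexin A challenge wells and 100% = SB-334867-A antagonist wells; not every result past the cut was called active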
# Target sequence (O43613 whole entry, looked up): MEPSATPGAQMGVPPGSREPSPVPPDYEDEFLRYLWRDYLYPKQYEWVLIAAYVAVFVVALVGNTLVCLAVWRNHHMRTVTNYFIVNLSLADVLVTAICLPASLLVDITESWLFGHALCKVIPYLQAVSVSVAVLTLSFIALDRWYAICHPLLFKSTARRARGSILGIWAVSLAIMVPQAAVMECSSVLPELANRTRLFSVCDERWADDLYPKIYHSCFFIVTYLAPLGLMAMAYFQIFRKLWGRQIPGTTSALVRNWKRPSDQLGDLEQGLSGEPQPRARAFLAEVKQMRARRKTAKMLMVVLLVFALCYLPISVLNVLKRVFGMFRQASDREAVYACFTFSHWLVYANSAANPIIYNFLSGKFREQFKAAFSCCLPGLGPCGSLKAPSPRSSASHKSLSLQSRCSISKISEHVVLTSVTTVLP
# * marks the source's active call; other numbers are inactive results; i = inactive; . = not tested or not shown.
# Screens in order: CHT allo act, OX1R antagonist
- O=C(CCc1ccccc1)NCCSc1ccccc1
 : i, 0.2
- C/C(=N\Nc1nc(N)cc(Cl)n1)c1cccc([N+](=O)[O-])c1
 : i, 8.7
- C=C[C@]1(C)C=C2CCC3[C@](C)(CCC[C@@]3(C)C(=O)O)C2CC1 (some centres not stated)
 : i, -3.8
- Cc1nnc(SCC2=C(C(=O)O)N3C(=O)C(NC(=O)Cn4nc(C)c(Cl)c4C)C3SC2)s1 (configuration not stated)
 : i, -6.8
- CCOC(=O)c1c(N)nn(C(=O)c2ccccc2)c1-c1ccccc1
 : i, -25.5
- COC(=O)c1c(NC(=O)CN2CCCc3ccccc32)sc(C)c1C
 : i, -25.8
- Cc1ccccc1-n1nc2c(c1NC(=O)C1CCCC1)CS(=O)(=O)C2
 : i, -9.2
- O=S(=O)(c1cccc(C(F)(F)F)c1)N1CCN(C(=S)NC2CC2)CC1
 : i, 7.7
- O=C(CCN1CCOCC1)Nc1ccc(F)cc1
 : i, -2.9
- Cc1c(NC(=O)c2ccc(Cl)s2)c(=O)n(-c2ccccc2)n1C
 : i, 0.9
- CN1C(=O)Cc2cc(S(=O)(=O)NCc3cccs3)ccc21
 : i, 3.9
- CCc1nnc(SCc2ccc(OC)c(Br)c2)n1N
 : i, -8.8
- N#CC1(C#N)C(C(N)=O)C1c1ccccc1 (configuration not stated)
 : i, 2.0
- Cc1ccc(C(=O)NC(Cc2c[nH]c3ccccc23)C(=O)O)o1 (configuration not stated)
 : i, -15.6
- O=C(c1ccc(Cl)cc1)C1CCCN(C(=O)/C=C/c2ccccn2)C1 (configuration not stated)
 : i, -27.2
- CCN(CCN(C)C)C(=O)C1CCN(S(=O)(=O)c2c(C)noc2/C=C/c2ccccc2F)CC1
 : i, -16.5
- CC#CC(=O)NCC1(N(C)Cc2ccccc2)Cc2ccccc2C1
 : i, -23.4
- CS(=O)(=O)Nc1cccc(-c2cn3ccccc3n2)c1
 : i, -0.1
- O=C(c1cc2sccc2n1Cc1ccc(F)cc1)N1CCN(c2nc3ccccc3s2)CC1
 : i, 25.8
- COc1cc(N(C)C)c([N+](=O)[O-])cc1C(=O)N1CCN(Cc2ccccc2)CC1
 : i, -21.1
- COC(=O)c1c(NC(=O)COC(=O)Cn2cnc3ccccc32)sc(C)c1C
 : i, -2.9
- CCN(CC)S(=O)(=O)c1cccc(NC(=O)COc2ccc(Cl)cc2Br)c1
 : i, -7.5
- Cc1ccc(S(=O)(=O)N2CCCCC2)cc1NC(=O)C1CC(=O)N(Cc2ccco2)C1 (configuration not stated)
 : ., -21.6
- CCC(=O)c1cc2c(C)cc(=O)oc2c(C)c1OC(C)=O
 : i, -1.5
- COc1ccc(N(CC(=O)N2CCN(C)CC2)S(C)(=O)=O)cc1OC
 : i, -23.0
- CCn1c(=O)cc(OCC(=O)NCCC(C)C)c2ccccc21
 : i, -20.2
- N#Cc1c(C(F)(F)F)cc(-c2ccccc2)nc1SCC(=O)Nc1sc2c(c1C#N)CCC2
 : i, -5.5
- COc1ccc(OCCSc2nnc(CCNC(=O)c3ccc(Cl)c(Cl)c3)n2C)cc1
 : i, 7.0
- Oc1ccccc1-c1cc(-c2ccccc2)n[nH]1
 : ., 11.7
- CCCN(CC(=O)c1cc(C)n(C)c1C)S(=O)(=O)c1cccc(C(F)(F)F)c1
 : i, -1.3
- Cc1cccc(NCc2ccc([N+](=O)[O-])s2)c1
 : i, -10.8
- CC#CCc1cc2ccccc2c(=O)o1
 : i, -1.2
- CN1CCN(CCCn2cnc3c(=O)oc4ccccc4c32)CC1
 : 9.41*, -11.6
- COc1ccc([N+](=O)[O-])c(OC)c1C(=O)NC(=O)Nc1nc(C)cc(C)n1
 : i, -13.0
- CC(NC(=O)NC1CCCCC1)C(c1cccs1)N1CCN(C)CC1 (configuration not stated)
 : i, -2.7
- COc1cc(C(C)=O)ccc1OCc1cc(C(=O)N2CCSCC2)no1
 : i, 6.5
- CCN(CC)c1ccc(CNc2nc3ccccc3n2CCN2CCOCC2)cc1
 : i, -28.4
- O=C(N/N=C/c1cccc([N+](=O)[O-])c1)C1COc2ccccc2O1 (configuration not stated)
 : i, -8.3
- CCOC(=O)c1c(C)[nH]c(C(=O)COC(=O)CNS(=O)(=O)c2ccc(C)cc2)c1C
 : ., -1.3
- Fc1nc(N2CCCC2)c(F)c(Oc2ccccc2Oc2c(F)c(F)nc(N3CCCC3)c2F)c1F
 : i, -10.1
- CCn1cc(CN2CCC(n3nccc3NC(=O)Cc3ccccc3)CC2)c(C)n1
 : i, -28.8
- CCN(CC(=O)Nc1ccc(N2CCOCC2)cc1)C(=O)c1ccc(C(F)(F)F)cc1
 : i, -13.5
- CC(C)(C)c1ccc(-n2ncc3c2CCCC3NC(=O)C2=NNC(=O)CC2)cc1 (configuration not stated)
 : i, -4.1
- NC(=S)N=Nc1c(O)[nH]c2ccccc12
 : i, -8.9
- CCOC(=O)c1ccc(NS(=O)(=O)c2c(C)n[nH]c2C)cc1
 : ., 11.9
- O=C(CCN1C(=O)COc2ccccc21)NCCCN1CCN(c2ccccc2F)CC1
 : i, -32.2
- CC(=O)Nc1cccc(C2=CC(c3ccco3)n3ncnc3N2)c1 (configuration not stated)
 : i, 5.7
- [N-]=C=C1C(=S)NC(=O)[C@H]([n+]2ccccc2)[C@H]1c1ccc(Cl)cc1
 : i, 3.8
- COc1ccc(-c2[nH]ncc2CNC(C)c2ccccc2Cl)cc1F (configuration not stated)
 : i, -27.6
- c1ccc(CNC2=NCCC2)nc1
 : i, -7.7

# Going on with the list:
mol | CHT allo act | OX1R antagonist
Cc1ccc(NC(=S)C2=C(O)c3sccc3N(C)S2(=O)=O)cc1 | i | -12.0
Cc1cc(S(=O)(=O)NC(C)c2nnc3ccccn23)ccc1Br (configuration not stated) | . | -7.4
COc1cccc(/C=C/C(=O)Nc2ccc(N3CCOCC3)cc2)c1OC | i | -16.2
COC(=O)c1cccc(NC(=O)CC2C(=O)NCCN2C(=O)Nc2cc(C)cc(C)c2)c1 (configuration not stated) | i | 3.0
CC1CCc2[nH]c3ccc(C(=O)N(C)CC(=O)Nc4cccc(F)c4)cc3c2C1 (configuration not stated) | i | 0.1
O=C(c1ccccc1NS(=O)(=O)c1ccc(F)cc1)N1CCOCC1 | i | -13.9
O=C(O)c1ccc(N2C(=O)CSC2=S)cc1 | i | 21.5
O=C(CCc1nnc2ccc(NCc3ccco3)nn12)Nc1cc(F)ccc1F | i | -8.4
Cc1ccccc1NC(=O)/C(C#N)=C/c1ccc(-c2ccc(Cl)c(C(=O)O)c2)o1 | i | 3.8
CCCCn1cnc2c(=S)nc(N)[nH]c21 | i | -11.9
COc1ccc(N/C(=C2\CCCC2=O)C2CCCCC2)cc1 | i | -10.7
Cc1ccccc1NC(=S)N1CCOCC1 | i | -2.6
CCCNC(=O)c1ccc(COc2ccc(CCC)cc2OC)o1 | i | -4.5
CC(Oc1ccc(Br)cc1)C(=O)NCC(c1ccco1)N1CCCCC1 (configuration not stated) | i | -35.9
CC(=O)NCc1cn2c(C)csc2n1 | i | -9.4

# 3 compounds from above, ordered by the number in OX1R antagonist, lowest first:
Molecule	OX1R antagonist
COc1cccc(/C=C/C(=O)Nc2ccc(N3CCOCC3)cc2)c1OC	-16.2
CC(=O)NCc1cn2c(C)csc2n1	-9.4
O=C(CCc1nnc2ccc(NCc3ccco3)nn12)Nc1cc(F)ccc1F	-8.4

# Next structures follow.
mol | CHT allo act | OX1R antagonist
Cc1c(NS(=O)(=O)c2cccc(C(=O)N3CCC(C)CC3)c2)c(=O)n(-c2ccccc2)n1C | . | -10.4
COc1cccc(-c2nc(CS(=O)CC(=O)NCCCOC(C)C)c(C)o2)c1 (configuration not stated) | i | -7.8
COc1ccc(CN(C)C(=S)Nc2ccc(Cl)cc2Cl)cc1 | i | -20.6
N#CCCn1c(O)c(N=NC(=O)CNC(=O)c2cccs2)c2ccccc21 | i | -21.5
CCOc1ccc(CCNC(=O)C(CCC(N)=O)NC(=O)OCc2ccccc2)cc1OCC (configuration not stated) | i | -24.3
NC(=O)c1cc2ccccc2o/c1=N\NC(=O)c1ccc(F)cc1 | i | -19.4
COc1ccc(Br)cc1/C=C(\C(=O)O)c1ccc(S(=O)(=O)N2CCCC2)s1 | . | 10.8
COc1ccc(-c2cc(=O)oc3cc(OC(C)C(=O)O)ccc23)cc1 (configuration not stated) | i | -2.1
CC(=O)Nc1ccc(NC(=O)COc2cc(O)c3c(c2)OC(C)(C)CC3=O)cc1 | i | -16.9
O=C(OCc1nnc(-c2ccc([N+](=O)[O-])cc2)o1)C1CC(=O)N(CCc2ccccc2)C1 (configuration not stated) | . | -10.2
Cc1ccc(SCC(=O)N2c3ccccc3Sc3ccccc32)cc1 | i | 10.7
COc1ccc(C(O)P(=O)(O)CCc2ccccc2)cc1 (configuration not stated) | i | -11.8
COc1cccc2c(=O)c3cccc(N)c3[nH]c12 | i | -14.7
Cc1ccc(NC(=O)NCc2c(C)nn(C)c2C)cc1Cl | i | -20.9
O=S(=O)(Cc1ccccc1)NCC1CCCN(Cc2cccc3nonc23)C1 (configuration not stated) | i | -14.5
COc1ccc(-c2cc(=O)c3c(O)cc(O)cc3o2)cc1 | i | -5.4
COc1ccc(Cc2nnc(NC(=O)c3ccccc3)s2)cc1OC | i | .
CCOc1ccccc1C(=O)Nc1ccsc1C(=O)OC | i | -19.7
O=S(=O)(NCC(c1ccc2c(c1)OCO2)N1CCOCC1)c1ccc(Cl)cc1 (configuration not stated) | i | -10.3
Cc1cccc(Oc2nc(-c3ccccc3)cc(C)c2S(C)(=O)=O)c1C | i | -25.6
Cn1c(SCc2cc(=O)n3cc(Br)ccc3n2)nnc1C1COc2ccccc2O1 (configuration not stated) | i | -15.5
COc1ccc(C(CNC(=O)c2ccc3c(c2)OCCO3)N(C)C)cc1 (configuration not stated) | i | -11.2
Clc1ccc(Nc2nc(-c3cccnc3)cs2)cc1 | i | -27.2
COc1ccc(-n2c(=O)[nH]cc(C(=O)Nc3ccc4c(c3)OCCO4)c2=O)cc1OC | i | -23.3
O=C(O)C1C2CCC(C2)C1C(=O)NCCc1cccc(Cl)c1 (configuration not stated) | i | -5.3
COc1ccc(-n2c(-c3ccc(Cl)cc3Cl)n[nH]c2=S)c(OC)c1 | i | .
COc1ccc2c(-c3ccccc3)cc(=S)[nH]c2c1 | i | -19.9
COc1c([N+](=O)[O-])c(=O)oc2ccccc12 | i | -2.2
C#CCNc1cc(-c2ccccc2)nc2ncnn12 | i | -16.1
C/C(=N\NC(=O)COc1ccc([N+](=O)[O-])cc1)c1ccco1 | . | -13.2
O=C(c1ccc(CN2CCOCC2)cc1)N1CCN(Cc2ccccc2)CC1 | i | -17.7
C=C(C)CSc1nc2nc(C)cc(C)n2n1 | i | 1.2
Nc1nncn1C(=O)c1ccccc1Cl | i | -2.7
CC1CN(CCOCCSc2ccccc2)CC(C)O1 (configuration not stated) | i | -0.5
Cc1cc(C)n(-c2c(F)c(F)c(CN3CCOCC3)c(F)c2F)n1 | i | -20.6
Cc1cc(C(=O)NP(=O)(N2CCOCC2)N2CCOCC2)c(C)n1-c1ccc(Br)cc1 | i | -19.7
COc1ccc(-n2nc(C(=O)N(C)C3CCCCC3)c3ccccc3c2=O)c(OC)c1 | i | -28.3
O=C(CSc1nc2ccccc2o1)Nc1ccc(Cl)cc1 | i | -10.0
Cc1ccc(S(=O)(=O)N2CCN(C(=O)COC(=O)c3ccc(Cl)nc3)CC2)c(C)c1 | . | -14.4
S=C1NC(c2ccccc2)=NCN1c1ccc(Br)cc1 | i | -11.3
COc1ccc(/C=C(\C)C(=O)c2c(C)cc(C)[nH]c2=O)cc1 | i | -16.3
CN(CC(=O)Nc1ccc(F)cc1)C(=O)COc1ncnc2ccccc12 | i | 8.5
CCCCNc1cc(=O)oc2ccccc12 | i | -10.5
Cc1ccc(S(=O)(=O)/N=C(\Nc2cccc(C)c2)Nc2nc(C)cc(C)n2)cc1 | i | -24.1
O=C(O)CCC(=O)OCC1CCCO1 (configuration not stated) | i | -5.7
CCOc1ccc(C(=O)c2ccc(OCC)c(N)c2)cc1N | i | -11.5
Cn1c(=O)c2c(nc(Sc3nc4ccccc4n3CC(=O)N3CCCCC3)n2C)n(C)c1=O | i | -22.3
COc1ccc(C(C(=O)NC2CCCC2)N(C(=O)c2snc(-c3ccc(F)cc3)c2N)c2ccc(OC)cc2)cc1 (configuration not stated) | i | -11.9
COCCNC(=O)CCCCCN1C(=O)CCC1=O | i | 5.5
COc1ccc(C(=O)NC(=S)Nc2nc(C)cc(C)n2)cc1Br | i | -13.9
Cc1c(C#N)c(NC(=O)c2cccc(Cl)c2)n(Cc2ccccc2)c1C | i | 3.3
O=C(COc1ccccc1)Nc1nnc(S(=O)(=O)N2CCCC2)s1 | i | -1.7
CCCc1nc2ccccc2c2nc(N)nn12 | i | -21.6
CCN(C(=O)c1cc(Cl)ccc1Cl)C1CCS(=O)(=O)C1 (configuration not stated) | i | -17.9
COc1ccc(/C=C/c2noc(-c3ccccc3OC(C)=O)n2)cc1 | i | 4.4
N#Cc1c(-c2cccc(Br)c2)cc(-c2cccnc2)nc1N | i | -11.7
CSc1ccc(CN2CCC(C(=O)NCc3ccc(C)cc3)CC2)cc1 | i | -15.9
CCOC(=O)c1c(NC(=O)CN2CCN(c3ccc(Cl)cc3)CC2)sc(C)c1C | i | -24.3
CN(C(=O)c1ccccc1Cl)c1ccccc1C(=O)NCc1ccccc1 | i | -27.8
CCC(=O)c1ccc(OCC(=O)OCC(=O)N(CCC#N)c2ccc3c(c2)OCCO3)cc1 | . | 26.1

# Record cards, from the list above. Order of values: CHT allo act, OX1R antagonist
# Listed for COc1ccc(/C=C/c2noc(-c3ccccc3OC(C)=O)n2)cc1 = i, 4.4
# Listed for COc1ccc(C(C(=O)NC2CCCC2)N(C(=O)c2snc(-c3ccc(F)cc3)c2N)c2ccc(OC)cc2)cc1 (configuration not stated) = i, -11.9
